# PTAP TSG101 blk = qHTS Assay for Iinhibitors of HIV-1 Budding by Blocking the Interaction of PTAP/TSG101; 340,000 tested, under 10 active; AID 493005, 2010; Potency, µM (top dose mostly 115 µM), inactives show top-dose activity change, negative = inhibition, hits mostly inhibitors; Tumor susceptibility gene 101 protein (Homo sapiens), Q99816; Fluorescence polarization, FITC-PTAP peptide / Tsg101 binding; active means well fitted inhibition curve with a large enough effect in the main read-out, with a control signal flat, not every such curve was filed as active; inconclusive means small, poorly fitted or top-dose-only effect, or effect the other way, or a change in a side signal; inactive means no such curve, though single readings can be large or run the other way; further: potency means the concentration at half of the fitted maximal effect; % of control where 0% means no effect
#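 FP read-out: FITC-PTAP peptide, 50 nM final, binding Tsg101 binding domain, 10 uM final; 20 min, r.t.; 10 mM HEPES pH 7.5, 0.15 M NaCl, 0.01% Tween 20, 3 mM EDTA, 0.1 mM TCEP.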
# Menin MLL FP TR = qHTS Assay for Inhibitors Targeting the Menin-MLL Interaction in MLL Related Leukemias: Competition With Texas Red Labeled MLL-derived Mutant Peptide. 270,000 compounds, 0.23% hits. AID 1768, 2009. Potency, µM (top dose mostly 61.6 µM), inactives show at the highest dose FP activity change, negative = inhibition, actives largely listed as inhibitors. Menin + Texas Red MLL mutant peptide, fluorescence polarization; active means well fitted inhibition curve with a large enough effect in the polarisation, with a control signal flat, not every such curve was filed as active; inconclusive means small, poorly fitted or top-dose-only effect, or effect the other way, or a change in a side signal; inactive means no such curve, though single readings can be large or run the other way; the % refers to the polarisation; further: potency means the concentration at half of the fitted maximal effect; % of control where 0% means no effect; many of its hits are not listed in these tables
# GALK inhibitor = qHTS Assay for Inhibitors of Human Galactokinase (GALK); Potency, µM (doses to about 57.5 µM), without a hit: top-dose activity change, negative = inhibition, most hits filed as inhibitors; P51570; 270,000 compounds, 0.007% hits; Purified GALK, Kinase-Glo residual ATP luminescence; AID 1868, 2009; further: potency means the concentration at half of the fitted maximal effect; on the % scale 0 is the no-effect control and ±100 the full control effect
#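 Human GALK (5 nM) with 35 uM ATP and 100 uM galactose in 20 mM HEPES pH 8.0, 5 mM MgCl2, 60 mM NaCl, 1 mM DTT, 0.01% BSA. After 1 h at room temperature, leftover ATP was read by Kinase-Glo Plus luminescence.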
# Giardia killer = Small Molecules that selectively kill Giardia lamblia: qHTS | 340,000 compounds, 0.15% hits | activity change, % at 7.66 µM, hits read low | Giardia lamblia trophozoite viability | AID 540267, 2011; in the data active means activity change below about -80%; inconclusive means between about -30% and that limit;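 further: parasites exposed to compound for two days anaerobically before the ATP read; on the % scale 0 is the no-effect control and ±100 the full control effect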
#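 Killing of trophozoites was scored by loss of ATP luminescence after a 48 hrs anaerobic exposure to compounds at 37 deg C, using 100 cells per well.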
# Tb PFK inh = qHTS Assay to Find Inhibitors of T. brucei phosphofructokinase. T. brucei PFK, ADP-Glo luminescence. Potency, µM (series often up to 57.5 µM), without a hit: at the highest dose activity, negative = inhibition, usual class: inhibitors. 330,000 compounds, 0.17% hits. AID 485367, 2010. ATP-dependent 6-phosphofructokinase (Trypanosoma brucei brucei), O15648;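 further: potency means the concentration at half of the fitted maximal effect; 0% = uninhibited 1x PFK enzyme wells and -100% = no-enzyme wells; nearly all actives have a fitted effect of over 60% in size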
#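 ADP-Glo luminescence quantified ADP after 45 min at room temperature, with 1.25 nM T. brucei PFK, 0.1 mM ATP and 0.5 mM fructose-6-phosphate in pH 8.0 TEA buffer. qHTS titrations up to 57 µM; curves classified by quality.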
# Coupling enz = qHTS Assay for Inhibitors of Fructose-1,6-bisphosphate Aldolase from Giardia Lamblia: Coupling assay counterscreen; 290,000 compounds, 0.67% hits; coupling enzyme system counterscreen, AmpLite Red fluorescence; activity change, negative = inhibition, % at 58.2 µM, hits read low; AID 2472, 2010; in the data active means activity change below about -30%; further: on the % scale 0 is the no-effect control and ±100 the full control effect
#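 Counterscreen of the coupled detection system alone, without aldolase: glyceraldehyde-3-phosphate coupling enzymes plus AmpLite Red readout. Compounds at 57.5 uM final, 10 min RT preincubation, 20 min RT reaction, fluorescence 525/598 nm.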
# B2AR arrestin = qHTS assay of beta-arrestin-biased ligands of beta2-adrenergic receptor; Beta-2 adrenergic receptor (Homo sapiens), P07550; 330,000 compounds, 0.02% hits; Potency, µM (highest dose often 46.1 µM), for inactives: at the top dose activation, most hits filed as activators; beta-arrestin recruitment to beta2AR, cell-based reporter; AID 492947, 2010;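 further: potency means the concentration at half of the fitted maximal effect; 0% = DMSO controls and full agonism = EC100 isoproterenol or metaproterenol; nearly all actives have a fitted effect of over 65% in size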
# Integrin act MD = qHTS for Activators of Integrin-Mediated Alleviation for Muscular Dystrophy; alpha7betagal myoblasts, beta-gal FDG fluorescence, 48 h; Potency, µM (doses to about 38.3 µM), for the others: at the highest dose activation, actives largely listed as activators; 350,000 compounds, 0.064% hits; AID 624291, 2012;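 further: potency means the concentration at half of the fitted maximal effect; 100% = response of the positive control SU9516; nearly all actives have a fitted effect of over 60% in size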
#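 alpha7betagal+/- myoblasts (passage 13, 250/well) treated 48 h at 37C with compounds at 1:260 dilution of DMSO stock. Lysed, then beta-galactosidase activity read as FDG fluorescence (ex 480/em 540) after 30 min, with pre-read for autofluorescence.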
# ASM inhibitor = Inhibitors of Secretory Acid Sphingomyelinase (S-ASM): qHTS. Sphingomyelin phosphodiesterase (Homo sapiens), P17405. placental ASM, HMU-PC fluorogenic substrate, 60 min. Potency, µM (highest dose often 57.5 µM), inactives show at the top dose activity change, negative = inhibition, actives largely listed as inhibitors. 340,000 compounds, 0.006% hits; further: potency means the concentration at half of the fitted maximal effect
# Target sequence (P17405 47-631 limits assumed): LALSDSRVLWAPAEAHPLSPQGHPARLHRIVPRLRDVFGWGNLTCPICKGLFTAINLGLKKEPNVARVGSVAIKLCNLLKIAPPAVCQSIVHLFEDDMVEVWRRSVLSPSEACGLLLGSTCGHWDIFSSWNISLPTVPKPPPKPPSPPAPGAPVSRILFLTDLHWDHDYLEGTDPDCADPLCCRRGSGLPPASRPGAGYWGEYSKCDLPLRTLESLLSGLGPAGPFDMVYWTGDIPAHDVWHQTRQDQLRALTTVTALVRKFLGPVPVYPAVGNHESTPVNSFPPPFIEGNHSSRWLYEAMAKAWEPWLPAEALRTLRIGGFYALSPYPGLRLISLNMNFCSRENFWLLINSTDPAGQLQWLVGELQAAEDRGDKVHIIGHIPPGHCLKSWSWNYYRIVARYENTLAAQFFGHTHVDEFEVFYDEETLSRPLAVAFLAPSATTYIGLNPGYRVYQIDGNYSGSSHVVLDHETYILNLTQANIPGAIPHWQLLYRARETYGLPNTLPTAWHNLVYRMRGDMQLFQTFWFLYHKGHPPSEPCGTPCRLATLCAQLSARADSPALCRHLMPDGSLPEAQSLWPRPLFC
#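 Fluorogenic HMU-PC substrate (9 uM final) is turned over by placental ASM in 60 min at 37 C after a 10 min compound preincubation. Reaction ended by alkaline stop (pH 10), with fluorescence read at 386/447 nm.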
# PKM2 act = qHTS Assay for Activators of Human Muscle isoform 2 Pyruvate Kinase. 260,000 compounds, 0.34% hits. Pyruvate kinase PKM (Homo sapiens), P14618. Potency, µM (titrated, usually from 57.5 µM), for the others: at the top dose activation, usual class: activators. purified PKM2, Kinase-Glo ATP luminescence, activation; response scale: 0% is enzyme alone, no compound; further: potency means the concentration at half of the fitted maximal effect; on the % scale 0 is the no-effect control and ±100 the full control effect; nearly all actives have a fitted effect of over 55% in size
# Target sequence (P14618 whole entry, looked up, canonical isoform): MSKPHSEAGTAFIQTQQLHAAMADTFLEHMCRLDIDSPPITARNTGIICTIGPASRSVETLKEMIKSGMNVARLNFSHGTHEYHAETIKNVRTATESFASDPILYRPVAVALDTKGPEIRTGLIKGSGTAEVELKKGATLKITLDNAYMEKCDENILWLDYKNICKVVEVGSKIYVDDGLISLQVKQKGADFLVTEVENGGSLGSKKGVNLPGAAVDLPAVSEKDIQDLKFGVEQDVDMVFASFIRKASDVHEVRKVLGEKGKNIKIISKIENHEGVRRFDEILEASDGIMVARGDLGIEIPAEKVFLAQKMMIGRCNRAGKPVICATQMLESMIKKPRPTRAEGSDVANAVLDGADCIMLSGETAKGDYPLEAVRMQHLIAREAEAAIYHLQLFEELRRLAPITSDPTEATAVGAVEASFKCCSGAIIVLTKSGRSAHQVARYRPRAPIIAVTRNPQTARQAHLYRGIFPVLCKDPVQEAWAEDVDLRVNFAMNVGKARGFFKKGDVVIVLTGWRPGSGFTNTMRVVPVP
#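 Kinase-Glo luminescence reports ATP generated from ADP (0.1 mM) and PEP (0.5 mM) by purified hPK-M2 after 1 h at room temperature, pH 7.2 imidazole buffer; intermediate enzyme activity allows detecting inhibitors and activators.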
# Chronic BCR inh = qHTS Assay to Find Inhibitors of Chronic Active B-Cell Receptor Signaling; Potency, µM (top dose mostly 46.1 µM), for the others: top-dose ratio change, negative = lower green/red ratio, usual class: inhibitors; ABC-DLBCL IkBa-CBG/CBR reporter, luminescence ratio, 4 h; AID 493014, 2011; 340,000 compounds, 0.05% hits; active means well fitted inhibition curve with a large enough effect in the signal ratio, with a control signal flat, not every such curve was filed as active; inconclusive means small, poorly fitted or top-dose-only effect, or effect the other way, or a change in a side signal; the % refers to the signal ratio;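 further: potency means the concentration at half of the fitted maximal effect; plate controls were basal doxycycline-induced cells for no effect and cells given 10 µM MG132 for full effect; MG132 reads +100%, hits lower the ratio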
#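 TMD8 human ABC-DLBCL cells with doxycycline-inducible IκBα–green luciferase fusion and unfused red luciferase, in 0.5% FBS medium; compounds up to 46 uM, 4 h at 37C. Green/red luminescence ratio, filter-overlap corrected, fitted to concentration-response curves.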
# Active calls of the source: *; ? = inconclusive; · = not tested or not shown; [ ] = remark or other dose. Unless noted, the call rests on the fitted dose curve; in most records, active means well fitted curve in the direction sought with a large enough effect; inconclusive means small, poorly fitted or top-dose-only effect, or another doubt; inactive means no such curve, though single readings can be large; an effect the other way counts as inactive or inconclusive. This is a subset, so the mix of outcomes need not match the whole.
# Results follow in this order: PTAP TSG101 blk	Menin MLL FP TR	GALK inhibitor	Giardia killer	Tb PFK inh	Coupling enz	B2AR arrestin	Integrin act MD	ASM inhibitor	PKM2 act	Chronic BCR inh
COc1ccc(-c2[nH]ncc2/C=C(/C#N)C(=O)NC2CCCCC2)cc1
 : -4%	1%	2%	-7	4%	0	0.1%	-15%	-4%	1%	?
COc1ccc(S(=O)(=O)N(C)C[C@H]2Oc3c(NC(=O)Nc4ccc(C(F)(F)F)cc4)cccc3C(=O)N([C@H](C)CO)C[C@@H]2C)cc1
 : 5%	·	·	8	5%	·	-0.2%	-39%	?	·	?
O=C(NCc1ccc2c(c1)OCO2)c1ccc(CSCc2ccccc2Cl)o1
 : -2%	-10%	-2%	-2	0%	1	-0.7%	6%	7%	5%	0%
COc1ccccc1CNCC(O)(c1ccc(F)cc1)c1ccc(F)cc1
 : 0%	?	0%	2	3%	1	-0.1%	-51%[inhibitor]	2%	·	?
CCOC(=O)c1cnc2ccccc2c1Nc1ccc(C(=O)O)cc1
 : -3%	4%	5%	7	2%	14	-0.3%	9%	-1%	-4%	-19%
COc1ccccc1NC(=O)COC(=O)c1cnccn1
 : -3%	-10%	0%	-4	1%	1	-0.2%	?	-1%	-1%	3%
COc1ccc(/C=C/C(=O)Nc2ccccc2C(N)=O)cc1S(=O)(=O)N1CCOCC1
 : -2%	·	·	-11	0%	·	0.4%	2%	9%	·	?
O=C(Nc1ccc(C(F)(F)F)cc1)c1cc(S(=O)(=O)NCC2COc3ccccc3O2)ccc1F (stereo not drawn)
 : -2%	?	2%	7	0%	-3	-0.3%	-42%	-29%	2%	?
COC(=O)[C@]1(Cc2ccccc2)N[C@H](CN(C)S(=O)(=O)c2ccc(OC(F)(F)F)cc2)[C@@H]2C(=O)N(C)C(=O)[C@@H]21
 : 0%	·	·	35[activator]	14%	·	-0.7%	-12%	8%	·	0%
CCOc1ccc2[nH]c3c(=O)n(CCC4=CCCCC4)cnc3c2c1
 : 1%	·	-3%	-4	1%	1	-0.3%	17%	21%	-1%	10%
CCCN(CCC)C(=O)CSc1nc2n[nH]c(C)c2c(=N)n1-c1ccc(OC)cc1
 : -1%	-24%	-1%	12	5%	3	5.3%	-26%	-8%	1%	?
COc1ccccc1NC(=O)C1CCN(S(=O)(=O)c2ccc3c(c2)NC(=O)C(C)S3)CC1 (stereo not drawn)
 : 4%	·	0%	3	-4%	·	-0.3%	3%	-2%	·	?
CCCNC(=O)c1nc(C)n(-c2cc(Cl)cc(Cl)c2)n1
 : -2%	-9%	0%	-27	-2%	-1	0.0%	-7%	-2%	-6%	1%
Cc1noc(C)c1COC(=O)c1ccc2c(c1)OCCO2
 : -8%	2%	0%	3	1%	2	-0.2%	-10%	-2%	1%	?
O=C(NN=Cc1c(F)cccc1F)c1ccccc1NS(=O)(=O)c1cccs1
 : -5%	·	·	-4	1%	·	-0.5%	0%	-10%	·	4%
CNc1ccc(Br)cc(C(=O)/C=C/c2ccc(Cl)cc2Cl)c1=O
 : 1%	?	7%	1	0%	-15	3.9%	-69%[inhibitor]	-2%	15%	?
CCOc1ccc(-n2c(SC)nc3c(c2=O)SCC3)cc1
 : -10%	?	-3%	17	-8%	-1	0.1%	10%	4%	-6%	7%
CC(C)OC(=O)CC(=O)c1sc2nc3c(cc2c1N)CN(C)CC3
 : -20%	-15%	4%	-11	-16%	-16	-0.4%	9%	39%[activator]	6%	-1%
CCc1cc(C(=O)OC)c(NC(=O)CC2NCCNC2=O)s1 (stereo not drawn)
 : -2%	-14%	-2%	4	14%	5	-0.4%	13%	5%	-1%	0%
CCCCOc1ccc(CNC(=S)N/N=C/c2ccc(OC)c(OC)c2)cc1
 : -6%	8%	-1%	11	-7%	2	-0.8%	-8%	?	-28%	?
CCOc1ccc(S(=O)(=O)NCCC(=O)NCc2cccnc2)cc1
 : 0%	·	·	11	1%	·	0.0%	22%	-1%	·	-2%
CCSc1nnc(NC(=O)CSc2nnc(Cc3cccn3C)n2CCc2ccccc2)s1
 : -5%	-18%	0%	3	-3%	7	-0.1%	10%[7.66 µM]	?	1%	1%
COc1cc(C2c3c(-c4ccccc4)n[nH]c3C(=O)N2c2ccc(C(=O)O)cc2)ccc1O (stereo not drawn)
 : -5%	12%	1%	8	-1%	6	-0.4%	-14%	0%	14%	18%
O=C1C(=O)N(CNc2cccnc2)c2ccccc21
 : 2%	-7%	4%	-4	8%	-37*	-0.1%	-13%	1%	-6%	?
CC1=C(C(=O)N2CCCC(CCC(=O)NCc3ccc(F)c(F)c3)C2)OCCO1 (stereo not drawn)
 : -10%	-1%	-3%	7	-21%	3	-0.7%	2%	1%	-1%	21%
O=C1c2ccccc2C(=O)c2c1cccc2N1CCN(CCO)CC1
 : -11%	-4%	-1%	-11	-5%	-5	0.5%	-14%	-12%	-10%	?
O=C(NCCCSc1ccccc1)c1cnc(Cl)c(Cl)c1
 : 1%	·	6%	9	0%	1	-0.7%	-12%	-2%	·	11%
CCOC(=O)c1sc(NC(=O)CSc2ncccn2)c(C#N)c1C
 : 0%	?	-3%	-5	2%	-1	0.1%	22%	-3%	8%	9%
O=C1CC(C(=O)N2CCCc3ccccc32)CN1c1ccc(F)cc1 (stereo not drawn)
 : 0%	2%	0%	0	1%	2	-0.5%	6%	2%	2%	?
COCCSc1ccccc1C(=O)N1CCc2ccccc21
 : 2%	-4%	0%	-1	1%	-4	0.0%	-2%	-1%	0%	3%
COc1ccc(F)cc1S(=O)(=O)Nc1cc2c3c(c1)CCN3C(=O)CC2
 : 0%	·	·	-5	-10%	·	-0.9%	15%	-2%	·	?
Cc1ccc(CC(=O)O/N=C(\N)c2ccncc2)cc1
 : -2%	·	-2%	-3	-4%	·	-0.1%	9%	-1%	1%	?
COc1ccc(C(C)=O)cc1COc1cccc2c1OC(C)(C)C2
 : -4%	·	-5%	4	1%	·	0.2%	?	0%	7%	0%
O=C(Nc1nc(-c2ccccc2)cs1)C1CCCN(S(=O)(=O)c2cccc([N+](=O)[O-])c2)C1 (stereo not drawn)
 : -3%	?	2%	-2	-3%	0	-0.1%	-6%	-4%	-2%	?
CN(CC(=O)N1CC=C(c2ccccc2)CC1)S(=O)(=O)c1cnc[nH]1
 : 1%	4%	0%	-10	5%	0	3.3%	-4%	3%	-3%	-11%
CCOc1ccc(N2CC(C(=O)Nc3cccc(C(=O)NC4CC4)c3)CC2=O)cc1 (stereo not drawn)
 : -1%	·	·	9	0%	·	-3.2%	-11%	3%	·	-8%
CN(C)S(=O)(=O)c1ccc(N2CCCC2)c(C(=O)Nc2ccccc2OC(F)F)c1
 : -1%	-5%	-2%	-23	-9%	0	-1.0%	23%	-2%	0%	7%

# A second format for part of the listing above:
SMILES | PTAP TSG101 blk | Menin MLL FP TR | GALK inhibitor | Giardia killer | Tb PFK inh | Coupling enz | B2AR arrestin | Integrin act MD | ASM inhibitor | PKM2 act | Chronic BCR inh
CN(CC(=O)N1CC=C(c2ccccc2)CC1)S(=O)(=O)c1cnc[nH]1 | 1% | 4% | 0% | -10 | 5% | 0 | 3.3% | -4% | 3% | -3% | -11%
CCOc1ccc(N2CC(C(=O)Nc3cccc(C(=O)NC4CC4)c3)CC2=O)cc1 (stereo not drawn) | -1% | · | · | 9 | 0% | · | -3.2% | -11% | 3% | · | -8%

# Assay outcomes deposited in PubChem BioAssay by National Center for Advancing Translational Sciences (NCATS).
